Bioassay records from PubChem.
HTR5A inv ag: HTR5A inverse agonists in luminescence cell assay, primary screen, counter-screen for OPRM1-OPRD1 heterodimer inverse agonist project, full-deck HTS; HTR5A cell line, inverse agonism; hit rate 0.083% among 340,000; inhibition, % at 9.3 µM; 5-hydroxytryptamine receptor 5A (Homo sapiens), P47898; in the data active = inhibition mostly above about 23%, no sharp cut-off; inactive = mostly below about 18%;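 note: 0% = cells with DMSO and 100% = no-cell wells with DMSO; some compounds called inactive have numbers as strong as hits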
Target sequence (P47898 whole entry, looked up): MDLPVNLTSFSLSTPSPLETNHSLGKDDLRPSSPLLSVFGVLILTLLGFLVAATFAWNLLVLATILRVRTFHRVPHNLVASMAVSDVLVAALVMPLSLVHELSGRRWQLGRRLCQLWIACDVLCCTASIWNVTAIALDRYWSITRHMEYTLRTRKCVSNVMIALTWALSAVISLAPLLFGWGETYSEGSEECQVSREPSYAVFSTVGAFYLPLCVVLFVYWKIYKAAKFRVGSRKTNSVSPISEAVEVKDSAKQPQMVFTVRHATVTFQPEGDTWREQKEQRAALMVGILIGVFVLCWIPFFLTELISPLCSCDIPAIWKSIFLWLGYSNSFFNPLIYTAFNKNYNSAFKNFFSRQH
RTF Ca sens act: cardiac RTF calcium sensitivity activators, primary screen, biochemical, IANBD-TnC fluorescence, EC20 calcium | Troponin I, cardiac muscle (Homo sapiens) + Troponin T, cardiac muscle (Homo sapiens) + … | IANBD-labeled TnC RTF fluorescence at EC20 calcium; 0% EC20 calcium, 100% full calcium | activation, % at 7.2 µM | hit rate 0.24% among 340,000 | AID 493008, 2010;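 active = activation above the mean over all tested compounds plus 3 SD, cut at about 30% in these data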;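 note: rise in fluorescence read as greater calcium sensitivity of cardiac thin filaments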
Cardiac RTF inh: cardiac RTF calcium sensitivity inhibitors, primary screen, biochemical, IANBD-TnC fluorescence, EC70 calcium; Troponin I, cardiac muscle (Homo sapiens) + Troponin T, cardiac muscle (Homo sapiens) + …; IANBD-labeled cardiac RTF, Ca2+ fluorescence; inhibition, % at 7.15 µM; hit rate 0.12% among 340,000; AID 493244, 2011;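 active = inhibition above the mean inhibition of all tested compounds plus 3 SD, cut at about 17% in these data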;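 note: assay run at fixed EC70 calcium of 1.6 mM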
OPRM1-OPRD1 ag: agonists of OPRM1-OPRD1 heterodimerization, primary screen, cell-based, luminescence. Mu-type opioid receptor (Homo sapiens) + Delta-type opioid receptor (Homo sapiens), …. AID 504326, 2011. hit rate 0.3% among 340,000. cells. activation, % at 9.3 µM; in the data active = activation above about 18%;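 note: 0% = vehicle-treated cells and 100% = reference agonist; values of inactives mirror those of a sister screen read the other way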
C-LANA FP: inhibitors of KSHV C-LANA binding to DNA, primary screen, biochemical, fluorescence polarization, FAM-LBS DNA, MBP-C-LANA, single point; Kaposi's sarcoma herpesvirus LANA C-terminal domain (residues 932-1162) DNA binding; inhibition, % at 9 µM; hit rate 0.078% among 340,000; AID 504423, 2011;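 active = highest replicate inhibition at or above 60% at 9 µM, even if other replicates fall short; inactive = all replicates below 60% inhibition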;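 note: 0% = neutral control wells and 100% = 4 µM acridine orange control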
V-ATPase pHluor: regulators of yeast V-ATPase proton pumping, primary screen, pHLuorin cytosolic pH fluorescence; S. cerevisiae; hit rate 0.37% among 350,000; response, % at 10 µM; in the data active = response mostly above about 7.3%, no sharp cut-off; inactive = mostly below about 5.4%; note: actives read high; inactives centre near 0; some compounds called inactive have numbers as strong as hits; reference of the scale not given here
MOR-DOR inv ag: inverse agonists of MOR-DOR heterodimerization, primary screen, cell-based, luminescence; AID 504357, 2011; inhibition, % at 9.3 µM; Mu-type opioid receptor (Homo sapiens) + Delta-type opioid receptor (Homo sapiens), …; cell-based MOR-DOR heterodimer luminescence, inverse agonism; hit rate 0.21% among 340,000; in the data active = inhibition above about 22%, passing the limit was not always enough;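 note: 0% = cells with DMSO and 100% = wells without cells with DMSO; values of inactives mirror those of a sister screen read the other way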
CAL-PDZ inh HTS: untagged CAL PDZ binding inhibitors, primary screen, biochemical, fluorescence polarization, HTS; hit rate 0.92% among 300,000; Golgi-associated PDZ and coiled-coil motif-containing protein (Homo sapiens), Q9HD26; inhibition, % at 24.9 µM; purified CAL PDZ, TMR-peptide fluorescence polarization, 1 h;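 active = mean inhibition of at least 30% with at least half of replicates also reaching 30%; inconclusive = no clear call, values can overlap the other calls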;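 note: 0% = DMSO neutral control and 100% = excess unlabeled competitor peptide PRC23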
HTR5A ag: HTR5A agonists in luminescence cell assay, primary screen, counter-screen for OPRM1-OPRD1 heterodimer agonist project, full-deck HTS. hit rate 0.61% among 340,000. AID 504692, 2011. cell-based. activation, % at 9.3 µM; in the data active = activation mostly above about 9.5%, no sharp cut-off; inactive = mostly below about 7.6%;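 note: 0% = cells with vehicle only and 100% = reference agonist; strong numbers were not always called active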
Keap1-Nrf2 PPI: Keap1-Nrf2 protein-protein interaction inhibitors, primary screen, biochemical, fluorescence polarization, single point. inhibition, % at 9.4 µM. Keap1 Kelch-Nrf2 peptide fluorescence polarization, 1536-well. hit rate 0.15% among 340,000. AID 504523, 2011; in the data active = inhibition above about 12%; inconclusive = no clear call, values can overlap the other calls; inactive = below about 7.3%;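 note: human Keap1 Kelch domain with fluorescein labeled Nrf2 9mer peptide probe; 0% = neutral control wells and 100% = peptide positive control; higher means more block of Keap1 binding to Nrf2 peptide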
Target sequence (Q14145 whole entry, looked up, the tested form may be a part): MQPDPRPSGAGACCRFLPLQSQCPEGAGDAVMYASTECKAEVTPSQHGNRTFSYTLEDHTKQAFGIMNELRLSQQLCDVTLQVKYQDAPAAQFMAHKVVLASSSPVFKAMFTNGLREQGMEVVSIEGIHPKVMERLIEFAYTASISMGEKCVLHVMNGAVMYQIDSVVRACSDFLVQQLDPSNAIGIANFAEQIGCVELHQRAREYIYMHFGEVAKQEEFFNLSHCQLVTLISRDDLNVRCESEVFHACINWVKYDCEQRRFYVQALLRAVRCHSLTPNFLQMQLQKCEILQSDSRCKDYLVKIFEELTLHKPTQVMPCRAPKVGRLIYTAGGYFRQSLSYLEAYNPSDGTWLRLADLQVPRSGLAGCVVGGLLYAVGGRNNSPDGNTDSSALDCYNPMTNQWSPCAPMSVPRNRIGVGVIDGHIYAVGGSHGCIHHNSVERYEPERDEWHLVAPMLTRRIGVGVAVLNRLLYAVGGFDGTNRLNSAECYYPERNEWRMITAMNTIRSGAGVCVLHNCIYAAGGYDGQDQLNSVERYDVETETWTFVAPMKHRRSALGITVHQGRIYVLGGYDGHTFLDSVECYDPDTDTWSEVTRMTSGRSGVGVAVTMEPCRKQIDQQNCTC
The depositor's hits bear a star; ? = inconclusive; nt = no result given.

SMILES	HTR5A inv ag	RTF Ca sens act	Cardiac RTF inh	OPRM1-OPRD1 ag	C-LANA FP	V-ATPase pHluor	MOR-DOR inv ag	CAL-PDZ inh HTS	HTR5A ag	Keap1-Nrf2 PPI
Cn1c(CC(=O)Nc2cccc(Cl)c2Cl)nnc1SCC(=O)NC1=NCCS1	-12	-1	4	0.7	0.0	-1	-5	-1	4	-3
Cn1c(=O)c2c3c(sc2n2cnnc12)CCC3	17	5	-7	1.7	-1.4	1	-10	8	-1	-5
CC(=O)Nc1ccc(NC(=O)CN(C)S(=O)(=O)c2ccc3c(c2)CCC(=O)N3)cc1	8	1	-7	-1.2	0.7	2	6	4	-4	-2
Cc1ccc(C)c(C(=O)Nc2ccncc2)c1	-6	1	-4	-2.4	-0.8	1	13	4	2	0
Cc1ccccc1/[N+]([O-])=C/c1ccncc1	9	2	8	-2.8	1.1	-3	17	5	1	-2
CCCCCCCc1c(O)nc(SCCN(C)C)[nH]c1=O	-4	-4	11	-0.4	0.1	1	2	-1	1	-3
Cc1ccc(NC(=O)NNc2cccc(Cl)n2)cc1	-3	-6	3	-1.8	-1.3	2	11	-3	1	3
COc1ccc(C(=O)OCCCOC(=O)c2ccc(OC)cc2OC)c(OC)c1	4	0	3	-0.2	0.0	-2	1	-4	2	-3
CC1Cc2ccccc2N1C(=O)C1CCN(S(=O)(=O)Cc2ccccc2)CC1 (stereo not drawn)	-19	0	-6	-1.2	-2.9	-1	6	-4	0	-3
CC(=O)c1cccc(NC(=O)N2CCC(C(=O)c3ccc(F)cc3)CC2)c1	11	-2	5	0.7	1.4	0	-4	-2	-5	1
CC(NC(=O)Cc1ccccc1)c1ccc(F)cc1 (stereo not drawn)	9	1	-9	2.1	-0.4	-1	-15	-6	-4	-7
Cc1cccnc1N1C(=O)c2ccc(C(=O)O)cc2C1=O	-12	-2	3	0.1	0.4	-3	0	-2	3	3
CCCCCn1c(=O)[nH]c2cc(C(=O)N3CCN(c4ccc(C(C)=O)cc4)CC3)ccc2c1=O	-14	0	-23	2.3	0.3	-2	-18	nt	5	2
O=C(O)c1cnn2c(C(F)(F)F)cc(-c3ccco3)nc12	-9	-1	-11	-1.2	3.5	5	6	1	-1	-3
COc1cccc(C(C(=O)NC2CCCCC2)N(C(=O)c2csnn2)C2CC2)c1 (stereo not drawn)	0	3	0	-0.6	1.6	-1	3	-2	0	1
O=C(Cc1cccs1)N(Cc1ccco1)C1(C(=O)NC2CCCC2)CCCCC1	6	2	-11	-2.6	0.0	-1	16	?	4	2
COc1cc(S(=O)(=O)n2nc(C)cc2C)c(OC)cc1Cl	-4	3	-4	3.8	0.5	1	-21	-2	5	-6
C/C(=N\N=C(/N)SC1CC(=O)N(c2ccccc2)C1=O)c1cccs1 (stereo not drawn)	-23	8	4	-1.2	-0.6	-3	7	8	10	0
CCCC(=O)N(Cc1cc(=O)[nH]c2ccccc12)c1cccc(C)c1	5	-5	-3	-3.1	-1.5	1	15	-5	-1	-1
CCC(C)Nc1nc2c(c(=O)[nH]c(=O)n2C)n1CCOc1ccccc1 (stereo not drawn)	4	-6	3	-1.7	2.5	1	8	8	-1	2
CCOc1cc(N2CCOCC2)c(OCC)cc1NC(=O)COC(=O)c1c(CC)noc1C	-8	-5	1	1.2	-2.6	0	-6	-2	2	-4
Cc1sc(NC(=O)c2ccccc2)c(C(c2ccccn2)N2CCN(CCO)CC2)c1C (stereo not drawn)	20	11	1	-3.1	-1.5	0	16	-1	-6	4
Cc1ccc2nc(-c3ccc(SCC(=O)Nc4nc(C)cs4)nc3)[nH]c2c1	-28	-13	-5	-2.0	0.5	-1	11	nt	7	2
CCOC(=O)/C(=N\Nc1ccccc1Cl)N1CCN(C)CC1	-2	-4	-2	-2.6	0.6	1	14	-4	3	3
O=C(N/N=C/c1c[nH]c2ccccc12)C1CC1c1ccccc1 (stereo not drawn)	6	5	-6	1.3	0.7	-1	-7	-1	5	-1
CCOC(=O)c1ccccc1NC(=O)COC(=O)CCCOc1ccccc1	3	-4	-2	3.4	nt	0	-18	-1	-1	nt
Cn1c(=N)n(CC(O)c2ccccc2)c2ccccc21 (stereo not drawn)	-9	-1	-4	0.2	0.3	0	-1	-3	-2	-7
COC(=O)CCCC1=CC2=C(c3ccccc3)C(=O)C(C)(OC(=O)C3CCCC3)C(=O)C2=CN1C1CC1 (stereo not drawn)	-10	0	-8	1.2	1.0	-1	-6	3	-2	-1
COc1ccccc1-c1c(C)nn2c(N)c(-c3ccccc3)cnc12	-6	6	-11	-2.5	1.1	2	11	69*	2	4
COc1ccc(-n2nnnc2SCC(=O)Nc2ccccc2F)cc1	-12	-1	-5	-2.9	5.3	-3	15	-3	3	1
O=C1NCCn2ccc(=O)cc21	-25	1	2	0.0	1.1	-4	0	0	5	-2
CC(=O)N1CCc2cc3nc(C)cc(C)c3cc21	10	-7	3	-3.3	-1.3	-3	15	0	2	1
COc1ccc2nc(SC(C)C(=O)NC3CCCC3)[nH]c2c1 (stereo not drawn)	-21	-1	-3	-1.9	-1.8	0	10	-1	1	-3
O=C(O)CCC1(C(=O)O)CCC(=O)c2ccccc21 (stereo not drawn)	3	2	2	-3.2	-0.2	1	17	1	-1	-1
Nc1ncnc2nc(SCc3ccccc3)[nH]c12	18	-3	-14	-0.8	1.3	1	5	0	1	-1
Cc1ccc(NC(=O)CN(c2ccccc2)S(=O)(=O)N(C)C)cc1C	-12	4	-4	-1.2	0.0	4	6	nt	3	-2
Cc1ccc(CNC(=O)C2CCCN(S(=O)(=O)N3CCC(C)CC3)C2)cc1 (stereo not drawn)	5	3	-3	0.2	2.0	5	-1	3	5	2
O=C(c1cc(-c2cccnc2)nc2ccccc12)N1CCCc2ccccc21	24	-4	1	-1.7	-0.1	0	11	0	-10	-4
COc1ccc(Cl)cc1NC(=O)COC(=O)c1ccc(Br)o1	0	6	-2	-0.9	1.1	0	5	15	0	2
COc1cccc(CNC(=O)c2cc(C3CC3)nc3c2cnn3C(C)C)c1	21	0	-8	-0.1	-0.7	6	0	7	-7	-3
O=C(O)Cc1ccc(NC(=O)Nc2ccc(Br)cc2)cc1	-5	2	0	-0.9	0.2	1	5	-5	2	-4
O=C(NC1CCN(Cc2ccccc2)CC1)C1CCCN(S(=O)(=O)c2cccc3nonc23)C1 (stereo not drawn)	8	0	1	-2.5	1.6	-2	10	0	8	-2
COc1ccccc1OCC(=O)N/N=C1\CCc2ccccc21	-68	4	-3	0.1	-0.3	-1	0	0	1	-8
COC(=O)c1cc(OC)c(OC)cc1NC(=O)CCCCCN1C(=O)CCC1=O	-3	-1	-5	0.3	-1.6	nt	-1	-5	3	-3
CCc1ccc(NC(=O)CN(CC(=O)Nc2ccc(CC)cc2)CC(C)O)cc1 (stereo not drawn)	-4	0	4	0.1	3.3	1	0	4	1	-1
O=C(C(c1ccccc1)c1ccccc1)N(Cc1ccco1)C1CCS(=O)(=O)C1 (stereo not drawn)	1	-4	-20	-0.6	0.1	0	4	-3	0	-1
C/C(=N\NC(=O)C1CC1)c1ccc(C)c(C)c1	-1	-2	2	-0.4	-1.0	1	2	-2	-2	3
O=C(COC(=O)Cc1ccc(Cl)cc1)NC1CCCC1	4	4	-7	-2.4	-2.0	-3	9	-1	-2	1
O=C(COC(=O)C1CCCCC1)Nc1ccccc1OC(F)F	-10	8	-17	4.0	-1.4	-2	-20	-1	4	1
Cc1ccccc1OCC(=O)NCC(=O)N/N=C/c1ccc(Br)o1	3	8	-22	0.9	0.0	0	-5	11	-1	-4
C=CCNC(=S)/N=c1\sccn1C	8	4	7	-1.7	1.3	-1	10	-3	2	-3
CN(C)CCOC(=O)c1cccc(Br)c1	0	0	-7	-1.6	-0.9	1	7	-2	0	-6
O=C(Nc1cccs1)Nc1c(F)c(F)cc(F)c1F	14	-1	-4	-1.7	0.6	6	9	-2	1	-5
CCC(=O)N1c2ccc(S(=O)(=O)N3CCOCC3)cc2CC1C (stereo not drawn)	-2	6	8	-4.0	-2.4	0	20	-1	-3	-2
Cc1cc(C)cc(OCC(=O)OCC(=O)c2ccc3c(c2)NC(=O)CO3)c1	-23	10	-4	2.9	-0.3	1	-17	-3	3	1
CCCCOCCCNC(=O)N[C@H](C(=O)OC)C(C)CC (stereo partly drawn)	-27	8	-2	-2.1	1.4	-3	11	nt	-3	1
CCOc1ccc(NC(=O)Nc2ccc3c(c2)nnn3C)cc1	-13	4	-5	1.1	2.8	1	-6	7	12	-3
COc1ccc(OC)c(NC(=O)c2ccc(NS(C)(=O)=O)cc2)c1	-13	-4	-2	-3.1	-0.2	0	17	nt	4	-4
N=c1cc(C2(O)CCCCC2)n2c(nc3ccccc32)s1	-26	0	-5	-2.3	0.6	-1	10	-2	9	2
O=C(NC[C@@H]1CCCO1)c1cccc2c1C(=O)c1ccc(N3CCOCC3)cc1S2(=O)=O	-9	2	1	-4.0	-1.4	-6	18	-1	1	-14
Additional records
SMILES	HTR5A inv ag	RTF Ca sens act	Cardiac RTF inh	OPRM1-OPRD1 ag	C-LANA FP	V-ATPase pHluor	MOR-DOR inv ag	CAL-PDZ inh HTS	HTR5A ag	Keap1-Nrf2 PPI
O=S(=O)([N-]c1nc2ccccc2nc1-n1cc[n+](Cc2ccccc2)c1)c1ccc(Cl)cc1	nt	nt	nt	nt	2.4	-1	nt	-5	nt	-3
C=CCc1c(C)c(C#N)c2nc3ccccc3n2c1NCCN(C)C	19	5	-4	-2.2	-1.1	-1	13	-2	2	-6
C[C@@H](CN1C2=NC[C@H](Cc3ccc(O)cc3)N2C[C@H]1Cc1ccc(O)cc1)NC(=O)CCC1CCCCC1	-16	1	1	-1.9	2.1	5	11	-3	-2	-1
Cc1ccccc1NC(=O)CSc1nc2ccccc2c(=O)n1CC1CCCO1 (stereo not drawn)	10	-5	-12	1.3	-0.8	3	-11	-2	-1	0
CN(C)CCSc1nnc2[nH]c3ccccc3c2n1	4	9	4	0.5	-0.7	3	-3	-2	1	-2
O=C(c1ccccc1Cl)N1CCC(n2cccc2)CC1	-7	-2	-4	-0.7	0.5	6	4	-1	7	-2
CCOc1ccccc1-n1c(SCC(=O)Nc2nccs2)nnc1-c1ccoc1C	-25	-2	1	-0.4	-0.9	2	2	1	0	-2
